tuberculosis growth = growth inhibition of non-replicating M. tuberculosis (AID 488890); 0.39% of 320,000 active; Mycobacterium tuberculosis non-replicating, growth inhibition; higher % means a stronger effect; inhibition, % at 25 µM; hits with a dose series show IC50 in µM; in the data active = a potency from the dose series; inconclusive = inhibition mostly from about 82% at the one dose, without a potency; inactive = the rest, 99 in 100 with inhibition below about 76%;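 note: plate controls were DMSO cells for no effect and high antibiotic wells for full effect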
M. tuberculosis HTS = M. tuberculosis growth inhibition, HTS (AID 449762) | M. tuberculosis H37Rv growth inhibition, 7H9 media; higher % means a stronger effect | inhibition, % at 25 µM, or IC50 in µM where a hit was titrated | 0.59% of 330,000 active; in the data active = a potency from the dose series; inconclusive = inhibition above about 70% without an active follow-up result;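 note: bacterial growth assessed after seven days of incubation; strong numbers were not always called active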
H1N1 NS1A inhibition = NS1A inhibition, H1N1 influenza, cell based functional assay (AID 504329) | NS1A functional cell-based assay, percent inhibition; higher % means a stronger effect | inhibition, % at 12.5 µM; hits with a dose series show IC50 in µM | 0.3% of 340,000 active; in the data active = a potency from the dose series; inconclusive = inhibition above about 27% without an active follow-up result; note: strong numbers were not always called active
PhoP GFP inhibition = Inhibition of PhoP regulon, Salmonella typhi GFP reporter cells, confirmation, 4 h (AID 1850); Salmonella Typhi PhoP-promoter GFP reporter, fluorescence, 4 h; higher % means a stronger effect; inhibition, % at 50 µM, or IC50 in µM where a hit was titrated; 0.33% of 310,000 active; in the data active = a potency from the dose series; inconclusive = inhibition mostly from about 25% at the one dose, without a potency; inactive = the rest, 99 in 100 with inhibition below about 19%;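 note: 0% = induced wells with vehicle and 100% = uninduced wells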
VEEV TC-83 Vero = inhibitors of VEEV TC-83 cytopathic effect, confirmation, Vero cells (AID 588727); Vero cells, VEEV TC-83 cytopathic effect inhibition; higher % means a stronger effect; one-dose inhibition, % at 20 µM; IC50 in µM for titrated hits; 0.13% of 350,000 active; in the data active = a potency from the dose series; inconclusive = inhibition mostly from about 14% at the one dose, without a potency; inactive = the rest, 99 in 100 with inhibition below about 12%; note: strong numbers were not always called active
VEEV TC-83 Vero 10K pilot screen = recorded beside VEEV TC-83 Vero, whose call it bears; inhibition, %; measured here: 10K pilot screen inhibition
The depositor's hits bear a star; i = inactive; ? = inconclusive; · = no result given. This is a random part of the collection; overall some 1.5% were active at least once.

SMILES	tuberculosis growth	M. tuberculosis HTS	H1N1 NS1A inhibition	PhoP GFP inhibition	VEEV TC-83 Vero	others
COc1ccc(OCC(=O)NC(=S)Nc2ccc(S(=O)(=O)Nc3cc(OC)nc(OC)n3)cc2)cc1	5%	5%	5%	-9%	0.6%
COc1ccc(S(=O)(=O)N2CCOCC2)cc1NC(=O)COC(=O)c1oc2ccccc2c1C	19%	4%	7%	·	i
COc1ccc(-n2c(Cc3cccn3C)nnc2SCC(=O)Nc2ccccc2F)cc1	41%	2%	6%	0%	1.1%
C#CCOCCOCCOCCNc1nc(N2CCOCC2)nc(N2CCN(C(=O)[C@H](Cc3cc4ccccc4[nH]3)n3cc([C@@H](N)Cc4ccc(O)cc4)nn3)CC2)n1	?	?	18%	-3%	4.0%
COC(=O)C1=C(c2cccc(OC)c2OC)C[C@@H]2CC[C@H]1N2C(=O)NCc1ccccc1	14%	2%	-1%	0%	i
O=C(NCc1ccccc1Cl)c1ccccc1Oc1ccccc1	52%	7%	-9%	-2%	i
CCc1ccc(NC(=O)C2CCN(c3c(N4CCCC4)c(=O)c3=O)CC2)cc1	-2%	-8%	-2%	3%	5.1%
O=C(OCc1nnc(-c2ccccc2)o1)c1ccc([N+](=O)[O-])o1	·	?	-14%	-2%	1.3%
O=C(CSc1cn(Cc2ccccc2)c2ccccc12)N1CCOCC1	-3%	7%	-22%	1%	1.1%
COc1ccccc1-c1noc(CCC(=O)Nc2cccc(C)c2)n1	64%	-3%	3%	-3%	2.1%
CC(=O)Nc1coc2ccc(Br)cc12	1%	-7%	1%	-4%	4.1%
COC(=O)c1c(NC(NC(=O)c2ccccc2)(C(F)(F)F)C(F)(F)F)sc2c1CCN(C)C2	24%	1%	-1%	-9%	0.7%
OC1CCCN(Cc2nc(Cc3ccccc3Cl)no2)C1 (configuration not stated)	-23%	-7%	-14%	2%	i
CCOc1ccc(C(=O)Nc2ccc(N3CCN(C(=O)c4ccco4)CC3)cc2)cc1Br	·	·	7%	·	?
CC(=O)C(Sc1nn(C)c(=S)s1)C(=O)Nc1ccccc1 (configuration not stated)	?	-24%	-1%	5%	1.2%
CN1CCN(c2ccc(Cl)cc2NC(=O)/C=C/c2ccc(F)cc2)CC1	?	?	12%	-2%	12%
CCOC(=O)N1CCN(C(=O)COC(=O)CN(C)S(=O)(=O)c2ccc(NC(C)=O)cc2)CC1	-11%	-9%	-7%	-12%	1.7%
COc1ccc2c(Cl)c(C(=O)N/N=C/c3ccc4c(c3)OCO4)sc2c1	11%	2%	10%	-1%	11%
CN(C)C(CNC(=O)c1cccc(S(=O)(=O)Nc2ccc(SC(F)F)cc2)c1)c1ccccc1 (configuration not stated)	·	·	1%	·	i
COc1ccc(NC(=O)CNC(=O)c2c(C)nn(C)c2Cl)cc1	15%	-1%	2%	9%	0.2%
O=C1NN=C(c2ccc(Cl)cc2)CC1c1cccc(Br)c1 (configuration not stated)	1%	1%	-1%	3%	5.8%
Cc1ccccc1OCCC(=O)OCC(=O)NC(C)c1ccccc1 (configuration not stated)	76%	6%	8%	-6%	0.9%
CSc1cccc(NC(=O)COc2ccccc2)c1	?	0%	-9%	4%	i
COc1ccc(-c2csc(NC(=O)C3=COCCO3)n2)c(OC)c1	13%	45%	-4%	-7%	8.0%
O=C(NCCCN1CCOCC1)c1onc(CSc2ccccn2)c1C(=O)NCCCN1CCOCC1	-23%	-8%	1%	5%	0.5%
Cc1noc(C)c1S(=O)(=O)Nc1cccc(C(F)(F)F)c1	1%	-14%	-3%	-12%	0.3%
Cc1onc(-c2ccccc2Cl)c1C(=O)NCCn1c(C)cc2ccccc21	60%	-7%	>100µM*	3%	0.9%	VEEV TC-83 Vero 10K pilot screen=1.8
O=C(CNc1ccc(Br)cc1)c1ccc(Br)s1	59%	5%	6%	16%	i
CCc1nc2ccccc2n1CC(=O)N(C(C)CC)C1CCS(=O)(=O)C1 (configuration not stated)	-9%	-10%	1%	8%	0.1%
Cc1ccc(NC(=O)COC(=O)c2nn(C)c(=O)c3ccccc23)cc1F	0%	-3%	-3%	·	1.9%
COc1ccc(-c2nc3ccccc3c(C(=O)Nc3ccc(S(=O)(=O)Nc4cc(C)on4)cc3)c2C)cc1	22%	-2%	2%	16%	9.4%
COc1ccc(Br)cc1C1Nc2ccccc2C(=O)N1NC(=O)c1ccncc1 (configuration not stated)	71%	?	2%	11%	10%
O=C(Nc1cccc([N+](=O)[O-])c1)NN1CCCCCC1	·	·	6%	·	5.9%
O=C1CCCc2ccccc2N1Cc1cccc(F)c1	26%	2%	-4%	7%	1.3%
O=[N+]([O-])c1ccc(C=NN2CCCCCC2)cc1	·	·	20%	·	i
C[C@H](CO)N1C[C@H](C)[C@@H](CN(C)C(=O)Nc2ccccc2)Oc2ccc(NC(=O)Nc3ccc(C(F)(F)F)cc3)cc2C1=O	18%	5%	-1%	·	1.3%
CCN(CC(=O)NCc1cccs1)C(=O)c1ccc(-c2ccc(F)cc2)o1	54%	-2%	-8%	·	6.8%
OCCN(Cc1ccccc1)c1ncnc2sccc12	14%	-5%	2%	-11%	0.3%
CCSc1nnc(NC(=O)C(C(F)(F)F)C(F)(F)F)s1	-2%	-20%	-2%	-6%	2.7%
Cc1cccc(NC(=O)CSc2nc3ccccc3o2)c1	?	-4%	1%	8%	8.1%

Gathered by group: the compounds so far with a CF3 group.
SMILES	tuberculosis growth	M. tuberculosis HTS	H1N1 NS1A inhibition	PhoP GFP inhibition	VEEV TC-83 Vero	others
COC(=O)c1c(NC(NC(=O)c2ccccc2)(C(F)(F)F)C(F)(F)F)sc2c1CCN(C)C2	24%	1%	-1%	-9%	0.7%
Cc1noc(C)c1S(=O)(=O)Nc1cccc(C(F)(F)F)c1	1%	-14%	-3%	-12%	0.3%
C[C@H](CO)N1C[C@H](C)[C@@H](CN(C)C(=O)Nc2ccccc2)Oc2ccc(NC(=O)Nc3ccc(C(F)(F)F)cc3)cc2C1=O	18%	5%	-1%	·	1.3%
CCSc1nnc(NC(=O)C(C(F)(F)F)C(F)(F)F)s1	-2%	-20%	-2%	-6%	2.7%

(next part)
SMILES	tuberculosis growth	M. tuberculosis HTS	H1N1 NS1A inhibition	PhoP GFP inhibition	VEEV TC-83 Vero	others
COc1ccc(OCC(O)CN2CCc3ccccc3C2)cc1 (configuration not stated)	10%	0%	0%	-9%	i
COc1ccccc1NC(=O)c1cc(Sc2nncn2C)nc2ccccc12	-12%	4%	-4%	-10%	7.0%
Cc1[nH]c2ccccc2c1C(=O)C(=O)NCC1CCCO1 (configuration not stated)	0%	-5%	-2%	4%	i
CCOc1ccccc1N=Nc1c(C)[nH]n(C(N)=S)c1=O	?	?	-2%	1%	2.1%
CCOC(=O)c1ccc(-c2ccc(/C=N/NC(=O)Cc3nnc(N)s3)o2)cc1	61%	1%	1%	-20%	0.2%
COc1ccc(-c2cc(C(=O)N3CCCCC3)c3ccccc3n2)cc1OC	17%	3%	5%	-1%	6.6%
Cc1nn(Cc2ccccc2)c(C)c1C(=O)OCC(=O)NC1CCS(=O)(=O)C1 (configuration not stated)	-4%	-1%	0%	-3%	0.4%
COc1ccc(NC(=O)Nc2ccc3c(c2)CCC3)cc1	-4%	-7%	4%	1%	0.1%
CCN1CC(CN(C)Cc2cn(-c3cccc(C)c3)nc2-c2cccc(F)c2)CC1=O (configuration not stated)	31%	9%	-6%	-4%	4.7%
Cc1ccc(-c2nnn(CC(=O)N3c4ccccc4CCc4ccccc43)n2)cc1	15%	13%	2%	0%	1.4%
Cc1cccc(-n2c(C)cc(/C=N/NC(=O)c3ccc(CN4CCOCC4)cc3)c2C)c1	-1%	6%	7%	-3%	2.1%
Cc1ccc(NC(=O)C2CCCN(S(=O)(=O)c3c(C)noc3C)C2)c(Br)c1 (configuration not stated)	-2%	0%	-3%	-7%	i
c1ccc2c(N3CCCCC3)nc(N3CCCCC3)nc2c1	78%	7%	-12%	6%	3.1%
Cc1nn(Cc2ccccc2)c(Cl)c1C(=O)OCc1nnc(-c2ccc(Cl)cc2)o1	42%	8%	-5%	0%	2.6%
O=C(CSc1nc2c(cnn2-c2ccc(F)cc2)c(=O)[nH]1)N1CCCCCC1	·	-9%	5%	-16%	7.0%
Cc1ccc(C(=O)N/C(=C\Cl)P(=O)(c2ccccc2)c2ccccc2)cc1	-2%	3%	-5%	-1%	i
COc1cc(Br)cc(/C=N/NC(=O)Cc2ccccc2)c1O	?	58%	-5%	5%	?
Nc1nnc(SCn2nnc3ccccc3c2=O)s1	-4%	-1%	11%	10%	0.5%
Cc1nn(-c2ccccc2)c2c1C1(C(=O)N(C)c3ccccc31)C(C#N)=C(N)O2 (configuration not stated)	59%	70%	-1%	9%	2.9%
Clc1ccc(-c2cn3cc(Br)ccc3n2)cc1Cl	9%	3%	2%	-3%	1.1%
CCCCC(=O)NC(=S)Nc1cccc(Cl)c1N1CCCCC1	40%	0%	1%	6%	i
CC(OC(=O)c1ccc(-n2cnnn2)cc1)C(=O)NCc1ccccc1 (configuration not stated)	-5%	2%	-11%	-2%	2.4%
O=C(/C=C/c1ccccc1F)N1CCN(c2ccccn2)CC1	24%	-9%	15%	-3%	1.6%
CC(C)c1c(C(=O)N/N=C/c2ccc(Cl)cc2Cl)nnn1-c1nonc1N	7%	6%	3%	-1%	2.3%
Cc1cccc(CCNC(=O)c2nnc(Cc3ccc(Cl)cc3)o2)c1	·	6%	-1%	-15%	1.3%
C=CCN1C(=O)/C(=C\c2ccc(N3CCOCC3)o2)C(=O)NC1=S	-8%	-2%	11%	12%	0.3%
CN1CCN(/N=C/c2ccc(Cl)c(Cl)c2)CC1	-16%	-9%	3%	14%	0.7%
CC(C)(C)C(=O)NC(=S)Nc1cc(C(=O)O)ccc1Cl	9%	-4%	-6%	6%	0.6%
CC1(C)CC(NC(=S)NCc2ccco2)CC(C)(C)N1	-6%	0%	0%	0%	0.3%
Cc1ccc2c(c1)cc(C)c1nnc(SCC(=O)NCc3ccco3)n12	7%	3%	4%	-5%	i
Cc1cc(C)n(-c2nncn2/N=C/c2ccccc2F)n1	-9%	-5%	3%	-6%	1.4%
O=C(CN1CCN(S(=O)(=O)c2ccc(F)cc2)CC1)NCc1cccs1	-1%	13%	-11%	-3%	6.0%
CC(C)=CCC/C(C)=C/CN(CC(C)O)CC(C)O (configuration not stated)	7%	-11%	0%	-8%	i
C=CCc1cccc(/C=N/c2nc3ccccc3n2CC)c1O	10%	5%	-7%	-11%	i
CCCCC(=O)N/N=C/c1cc([N+](=O)[O-])ccc1N1CCOCC1	-13%	-2%	1%	-8%	1.0%
Cc1cccc(N2CC(C(=O)Nc3ccccc3N3CCOCC3)CC2=O)c1C (configuration not stated)	-6%	-6%	9%	·	0.8%
Cn1ccnc1SCc1ccc(Cl)cc1Cl	-9%	18%	7%	-20%	0.8%
Cc1ccc(C(=O)NCCCNC(=O)Cc2ccc(Cl)cc2)cn1	-14%	4%	0%	8%	1.3%
Cc1ccnc(NC(=O)CCCc2ccccc2)c1	20%	-7%	14%	0%	i
Cc1ccc(CNC(=O)c2cnccn2)cc1	1.4µM*	10%	-3%	-5%	i
COc1ccc2[nH]c(=O)c(CN(Cc3cccs3)C(=S)NCC3CCCO3)cc2c1 (configuration not stated)	13%	9%	-7%	8%	13%
O=C(OCC(=O)c1ccc[nH]1)C1=COCCO1	-19%	19%	0%	·	i
CCCC(c1nnnn1Cc1ccccc1)N1CCC(C(N)=O)CC1 (configuration not stated)	3%	-7%	2%	-3%	i
COC(=O)c1ccccc1NC(=O)NCCc1ccc(OC)c(OC)c1	-9%	2%	0%	7%	11%
Cc1[nH]c2ccc(OC(F)(F)F)cc2c1CCNCc1ccc(Cl)cc1	?	11µM*	16%	22µM*	i
Cc1ccc(-c2cc(C(=O)NCc3ccco3)no2)cc1	58%	-2%	0%	-11%	i
COc1cccc(N2CCN(C(=O)c3cccc(N4C(=O)NC5CC4(C)Oc4c(OC)cccc45)c3)CC2)c1 (configuration not stated)	6%	1%	0%	-1%	1.3%

Retrieved by structure from the entries so far, five records:
SMILES	tuberculosis growth	M. tuberculosis HTS	H1N1 NS1A inhibition	PhoP GFP inhibition	VEEV TC-83 Vero	others
Cc1ccc(CNC(=O)c2cnccn2)cc1	1.4µM*	10%	-3%	-5%	i
O=C(CSc1nc2c(cnn2-c2ccc(F)cc2)c(=O)[nH]1)N1CCCCCC1	·	-9%	5%	-16%	7.0%
CCN1CC(CN(C)Cc2cn(-c3cccc(C)c3)nc2-c2cccc(F)c2)CC1=O (configuration not stated)	31%	9%	-6%	-4%	4.7%
CC(C)=CCC/C(C)=C/CN(CC(C)O)CC(C)O (configuration not stated)	7%	-11%	0%	-8%	i
Cc1cccc(-n2c(C)cc(/C=N/NC(=O)c3ccc(CN4CCOCC4)cc3)c2C)c1	-1%	6%	7%	-3%	2.1%
